# KCNK3 inh – human KCNK3 channel inhibitors, primary screen, CHO cells, FluxOR thallium flux, B-score; Potassium channel subfamily K member 3 (Homo sapiens), O14649; FluxOR fluorescence; hits give low values; hit rate 0.84% among 340,000; B-score at 10 µM;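 active = B-score under library mean minus 4 SD, starting fluorescence ratio at most library mean plus 5 SD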;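 note: more negative B-score means stronger inhibition of thallium flux through KCNK3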
# KCNQ1 act – potentiators or activators of KCNQ1 channel, primary screen, cell-based, thallium flux, high-throughput. B-score at 10 µM. hit rate 0.35% among 310,000. CHO-K1 KCNQ1, thallium flux FluxOR fluorescence; hits give high values. Potassium voltage-gated channel subfamily KQT member 1 (Homo sapiens), P51787. AID 2648, 2010;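 active = fluorescence ratio B-score, a plate-corrected score, at least three library SD, with initial intensity B-score within 5 SD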
#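 Schedule – 37 °C overnight plating, 90-min dark dye load, 20-min compound pretreatment · System – stable KCNQ1 CHO-K1 line · Probe or stimulus – thallium- and potassium-containing depolarizing buffer · Measured by – kinetic FluxOR fluorescence, 10 s baseline plus 110 s post-stimulus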
# RGS4 block – RGS4 inhibitors, primary screen, cell-based, HEK293 M3R inducible RGS4, calcium flux; B-score at 10 µM; Regulator of G-protein signaling 4 (Homo sapiens), P49798; Fluo-4 calcium flux; hits give high values; triggered by carbachol at its EC20; hit rate 0.45% among 310,000;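 active = B-score, a plate-corrected calcium signal, over three deviations above library mean, with baseline fluorescence within five deviations of library mean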;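 note: RGS4 expression induced by doxycycline in cells with stable M3 receptor; B-score is computed from the integrated fluorescence ratio over baseline after carbachol; higher B-score means a larger calcium signal and so more RGS4 inhibition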
# HDAC3 inhib – HDAC3 deacetylase inhibitors, primary screen, biochemical, fluorescence, cell-free homogeneous | hit rate 0.15% among 320,000 | Histone deacetylase 3 (Homo sapiens), O15379 | recombinant HDAC3, fluorogenic peptide/trypsin coupled | AID 2718, 2010 | inhibition, % at 8.3 µM; in the data active = inhibition above about 26%, passing the limit was not always enough; inconclusive = no clear call, values can overlap the other calls
# SKKanGAS inh – S. pyogenes SKKanGAS growth inhibitors in kanamycin, primary screen, streptokinase expression inhibitor project, SKKanGAS strain, BacTiter-Glo luminescence | inhibition, % at 7.5 µM | 6 h | hit rate 1.3% among 300,000;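 active = mean replicate score, as percent of positive control median, at least 50; inconclusive = mean below 50 but one replicate at or above 50; inactive = mean and every replicate below 50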;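 note: strain carries kanamycin resistance gene driven by streptokinase promoter and grows in 40 µg/ml kanamycin; loss of luminescence reflects streptokinase promoter inhibition or plain growth inhibition; 0% = median of DMSO wells and 100% = positive control at its reference dose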
# ANO1 activ – TMEM16A chloride channel activators or potentiators, primary screen, cell-based, HTS | Anoctamin-1 (Mus musculus), Q8BHY3 | HEK293 TMEM16A/YFP-H148Q/I152L, iodide quench fluorescence; hits give low values | B-score at 10 µM | hit rate 0.3% among 340,000 | AID 623877, 2012;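 active = fluorescence-ratio B-score plate-corrected deviation score at least 3 library SD below zero, with starting fluorescence score within 5 deviations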;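 note: channel opened by trigger with iodide after compound preincubation; score built on the fluorescence ratio of max minus min over baseline; more negative score means more quench and so TMEM16A activation or potentiation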
# Target sequence (Q8BHY3 whole entry, looked up): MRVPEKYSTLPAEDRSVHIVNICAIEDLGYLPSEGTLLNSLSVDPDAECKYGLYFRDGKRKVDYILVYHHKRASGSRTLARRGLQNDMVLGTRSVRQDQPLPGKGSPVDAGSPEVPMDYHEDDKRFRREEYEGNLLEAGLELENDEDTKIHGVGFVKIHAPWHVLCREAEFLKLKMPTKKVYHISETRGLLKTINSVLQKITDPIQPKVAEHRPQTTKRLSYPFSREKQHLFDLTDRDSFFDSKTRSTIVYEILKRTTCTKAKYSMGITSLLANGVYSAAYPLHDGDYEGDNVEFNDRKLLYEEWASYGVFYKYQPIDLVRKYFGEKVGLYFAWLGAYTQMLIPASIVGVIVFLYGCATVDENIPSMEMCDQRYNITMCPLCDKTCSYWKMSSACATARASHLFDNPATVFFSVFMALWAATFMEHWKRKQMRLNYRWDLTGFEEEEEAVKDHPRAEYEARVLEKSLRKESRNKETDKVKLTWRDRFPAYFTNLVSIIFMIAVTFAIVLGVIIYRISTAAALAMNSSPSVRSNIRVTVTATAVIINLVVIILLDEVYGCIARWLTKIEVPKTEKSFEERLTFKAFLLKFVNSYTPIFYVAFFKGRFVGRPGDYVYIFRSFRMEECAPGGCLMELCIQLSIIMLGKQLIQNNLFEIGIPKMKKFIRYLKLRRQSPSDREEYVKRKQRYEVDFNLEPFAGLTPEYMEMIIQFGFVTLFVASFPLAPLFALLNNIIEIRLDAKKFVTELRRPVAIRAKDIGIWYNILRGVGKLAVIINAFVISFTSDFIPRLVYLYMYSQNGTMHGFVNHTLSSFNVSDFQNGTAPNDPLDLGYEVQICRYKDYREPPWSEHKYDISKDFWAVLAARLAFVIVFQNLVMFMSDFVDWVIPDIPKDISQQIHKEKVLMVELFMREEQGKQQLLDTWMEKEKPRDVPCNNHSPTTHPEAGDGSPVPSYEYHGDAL
# TMEM16A inh – TMEM16A chloride channel inhibitors, primary screen, cell-based, HTS | Anoctamin-1 (Mus musculus), Q8BHY3 | HEK293 TMEM16A/YFP iodide influx fluorescence, ionomycin | normalized B-score (activity score, 25-100; higher = stronger inhibition) at 10 µM | hit rate 1.2% among 310,000;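 active = ratio plate-corrected score three or more library SD toward inhibition, starting fluorescence score within five deviations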;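 note: score derived from kinetic fluorescence span divided by baseline fluorescence per well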
# RGS4 pot – RGS4 potentiators or activators, primary screen, cell-based, HEK293 M3R inducible RGS4, calcium flux | carbachol calcium flux Fluo4; hits give low values | B-score at 10 µM | hit rate 0.92% among 310,000 | AID 463111, 2010;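 active = B-score of the integrated calcium signal more than 4 SD below the library mean, with starting fluorescence not abnormally high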;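 note: negative B-score means reduced calcium response which marks RGS4 activation or potentiation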
#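 Assay system: HEK293 FlpIn-TREx cells, stable M3R, doxycycline-inducible RGS4 / Probe or stimulus: carbachol, ECmax concentration / Times: overnight RGS4 induction, 30 min dye load 37 °C, 20 min compound RT / Signal: kinetic calcium fluorescence imaging with Fluo4-AM dye, 2 µM / Measure: Agonist-evoked peak-minus-minimum fluorescence over baseline, integrated ratio, B score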
# KCNK9 inh – KCNK9 potassium channel inhibitors, primary screen, HEK293 cells, thallium flux. hit rate 1.2% among 310,000. AID 488922, 2010. FluxOR thallium flux fluorescence; hits give low values. B-score at 10 µM. Potassium channel subfamily K member 9 (Homo sapiens), Q9NPC2;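 active = ratio B-score over 3 SD below the library mean, with starting fluorescence within 5 SD of its mean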;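 note: negative B-score means less thallium flux so channel inhibition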
# KCNQ1 inh – inhibitors of human KCNQ1 channel, primary screen, cell-based, thallium flux, high-throughput. Potassium voltage-gated channel subfamily KQT member 1 (Homo sapiens), P51787. B-score at 10 µM. CHO-K1 KCNQ1, FluxOR thallium flux fluorescence; hits give high values. hit rate 1.3% among 310,000;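 active = compounds whose thallium flux B-score, printed positive for inhibition, exceeds three library SD while starting fluorescence stays within three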;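 note: channel opened by potassium depolarization with thallium stimulus after 20 min compound exposure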
# hERG rescue – hERG rescue from dofetilide block, primary screen, cell-based, CHO-hERG, FluxOR thallium flux, dofetilide IC70 | dofetilide IC70 present | hit rate 0.51% among 310,000 | activation (rescue from dofetilide block), less the hit threshold, % at 10 µM | Voltage-gated inwardly rectifying potassium channel KCNH2 (Homo sapiens), Q12809;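 active = activation above the mean of controls blocked by dofetilide plus 5 SD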;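 note: thallium influx through hERG after potassium depolarization seen as dye fluorescence rise; in these data hits start at about 4.7%; inactives centre near -7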
# Numbers without * were called inactive; i = inactive; ? = inconclusive; / = no result given.
SMILES,KCNK3 inh,KCNQ1 act,RGS4 block,HDAC3 inhib,SKKanGAS inh,ANO1 activ,TMEM16A inh,RGS4 pot,KCNK9 inh,KCNQ1 inh,hERG rescue
COCCCNC(=O)CCn1c(=O)c2ccccc2n(CC(=O)Nc2c(C)cccc2C)c1=O,i,i,i,-1,3,i,i,i,i,i,-1
COc1ccc2c(=O)c3c(=O)n(-c4ccccc4)c(-c4ccc(C)cc4)nc3oc2c1,i,i,i,0,23,i,i,i,i,i,-4
CCCCSc1nnc([C@@H](NC(=O)OC(C)(C)C)C(C)C)o1,i,i,i,3,10,i,i,i,i,i,-7
Cc1ccnc(NC(=O)C2(c3cccs3)CCOCC2)c1,i,i,i,1,-6,i,i,i,i,i,-7
CC1(C)C2CC[C@]3(C)C(CC=C4[C@@H]5C[C@@](C)(CO)[C@@H](O)C[C@]56C[C@@H](OC6=O)[C@]43C)[C@@]2(C)CC[C@@H]1O (stereo not given in full),i,i,i,-4,2,i,i,i,i,i,-8
Cc1ccc(-c2cc(-c3ccccc3)c3c(N)c(S(C)(=O)=O)sc3n2)cc1,i,i,i,-5,10,i,i,i,i,i,-11
CCCCn1c2ccc(F)cc2c2nnc(NN)nc21,i,i,i,-3,9,i,i,i,i,i,-8
CSc1nc(C)cc(-c2cc(C(=O)Nc3ccccc3)on2)n1,/,i,i,-1,6,/,i,i,i,i,1
CC(C(=O)NCc1ccccc1)n1cc([N+](=O)[O-])cn1 (stereo not given),i,i,i,1,-2,i,i,i,i,i,-3
Cc1oc(S(=O)(=O)N2CCCC2)cc1C(=O)Nc1ccc(F)cc1,i,i,i,/,-4,i,i,i,i,i,-8
CC1CCC/C(=N/NC(=O)c2ccccc2-n2cccc2)C1 (stereo not given),i,i,i,2,1,i,i,i,i,i,-3
O=C(CSc1nn(-c2ccc(F)cc2)c(=S)s1)N1CCN(C(=O)c2ccco2)CC1,i,i,i,/,-9,i,i,i,i,i,-5
Fc1cccc(CSc2nnc3ccc(-c4ccncc4)nn23)c1,i,i,i,1,-19,i,i,i,i,i,-9
O=C(/C=C/c1ccc(S(=O)(=O)NCc2ccco2)cc1)NCc1ccccc1Cl,i,i,i,2,8,i,i,i,i,i,-6
CCn1c(SCC(=O)Nc2ccc(C(C)=O)cc2)nc2c([nH]c3ccccc32)c1=O,i,i,i,7,5,i,i,i,i,i,-1
Cn1ncc(Cl)c1C(=O)Nc1cccc(Cl)c1,i,i,i,5,0,i,i,i,i,i,-5
CC(C)NC(=O)c1cc2n(n1)C(C(F)(F)F)CC(c1ccco1)N2 (stereo not given),i,i,i,1,8,i,i,i,i,i,-20
Nc1c(C(=O)N2CCCC2)sc2nc3c(cc12)CCCCCC3,i,i,i,-5,-1,i,i,i,i,i,-13
CC1CCCCN1C(=O)c1ccc(COc2ccc([N+](=O)[O-])cc2)o1 (stereo not given),i,i,i,?,4,i,i,i,i,i,-15
O=C(c1cc2c(s1)CCCC2)N1CCN(c2ccccc2)CC1,i,i,i,3,4,i,i,i,i,i,-25
CC1CC(C)CN(S(=O)(=O)c2ccc(C(=O)NCc3ccc4c(c3)OCO4)cc2)C1 (stereo not given),i,i,i,-5,-4,i,i,i,i,i,-9
CCN(CC)C(=O)c1nn(-c2ccccc2)c2c1C1CCC2(C)C1(C)C (stereo not given),i,i,i,10,-5,i,i,i,i,i,-20
COc1ccc(C(=O)NC2CCSc3ccccc32)cc1F (stereo not given),i,i,i,1,0,i,i,i,i,i,-9
CCOC(=O)Cc1csc(NS(=O)(=O)c2ccc(F)cc2)n1,i,i,i,1,4,i,i,i,i,i,-7
CC(NC(=O)CCn1c(=S)[nH]c2ccsc2c1=O)c1ccccc1 (stereo not given),i,i,i,2,4,i,i,i,i,i,-12
CCc1cc2ccccc2nc1SCC(=O)Nc1cc(C)on1,i,i,i,5,-1,i,i,i,i,i,-2
Cc1ccccc1C(=O)Nc1cccc(C(=O)N/N=C/c2cc(Cl)cc([N+](=O)[O-])c2O)c1,i,i,i,-8,11,i,i,i,i,i,-10
C[C@@]12C(=O)N(c3cccc(Br)c3)C(=O)N1[C@H](c1ccc(Cl)cc1)[C@@H]1C(=O)N(C3CCCCC3)C(=O)[C@@H]12,i,i,i,-3,12,i,i,i,i,i,-5
CN(c1nc2ccccc2n2c(-c3ccco3)nnc12)S(=O)(=O)c1ccccc1,i,i,i,-3,4,i,i,i,i,i,-10
CCN1C2=NCCCN2c2cc(C)c(C)cc21,i,i,i,-4,0,i,i,i,i,i,-10
Cc1ccccc1NC(=O)c1ccc(N/N=C/c2ccccc2O)c([N+](=O)[O-])c1,i,i,i,-9,3,i,i,i,i,i,-4
Cc1cc(C)c(C#N)c(Oc2ccccc2)n1,i,i,i,-2,0,i,i,i,i,i,-2
Cc1cc(C)nc(/N=C(\N)N2CCCCC2)n1,i,i,i,1,-11,i,i,i,i,i,-8
C=CCN(CC=C)C(=O)C1CCC(C(=O)N(CC=C)CC=C)CC1 (stereo not given),i,i,i,-1,-1,i,i,i,i,i,-12
Cc1cc(C)c2sc(N(CCCN(C)C)C(=O)c3ccc(S(=O)(=O)N4CCCc5ccccc54)cc3)nc2c1,i,i,i,6,26,i,i,i,i,6*,-17
O=C1CCCc2nc(N3CCN(c4ccccc4)CC3)ncc21,i,i,i,-3,-7,i,i,i,i,i,-16
CCCNC(=O)c1cc2nc(-c3ccccc3)cc(C(F)(F)F)n2n1,i,i,i,-14,-8,i,i,i,i,i,-12
Cc1ccc(C(C)(C)NC(=O)C2CCC(=O)N(CCCN3CCOCC3)C2)cc1 (stereo not given),i,i,i,-6,-6,i,i,i,i,i,-9
CC(SCC(=O)NC(C)C1CC2CCC1C2)C(=O)O (stereo not given),i,i,i,-5,2,i,i,i,i,i,-7
CCN1CCCC1CNC(=O)C(NC(=O)C1CCC(C)CC1)C(C)C (stereo not given),i,i,i,1,3,i,i,i,i,i,-4
C[C@]12CCC3C(CC[C@H]4CC(O)CC[C@]34C)C1CC/C2=N/O (stereo not given in full),i,i,i,-1,3,i,i,i,i,i,-3
Cc1nc(SCC(=O)NCC2CCCO2)c2c3c(sc2n1)CCC3 (stereo not given),i,i,i,1,15,i,i,i,i,i,-3
CC(C)CN=CC1=C(O)c2ccccc2C1=O,i,i,i,11,-2,i,i,i,i,i,-3
C/C(=N/NC(=O)c1ccccc1)c1ccc(NC(=O)C(F)(F)F)cc1,i,i,i,2,1,i,i,i,i,i,-4
Cc1cccc(NC(=O)CSCC(=O)N2CCN(Cc3ccc4c(c3)OCO4)CC2)c1,i,i,i,1,-9,i,i,i,i,i,-6
CC1(N(O)C=C2C=CC(=O)C=C2)CCCCC1=O (stereo not given),i,i,i,-2,-5,i,i,i,i,i,-11
CCOC(=O)N1CCN(Cc2c(F)cccc2F)CC1,i,i,i,3,2,i,i,i,i,i,-7
COc1ccc(C(=O)NC(C)c2ccc(-n3ccnc3)cc2)c(OC)c1OC (stereo not given),i,i,i,-6,-4,i,i,i,i,i,-7
CCCCCCCCc1nnc(NC(=O)c2ccco2)s1,i,i,i,-5,-19,i,i,i,i,i,-3
Cc1cccc(-c2nnc(SC(C)C(=O)N3CCOCC3)o2)c1 (stereo not given),i,i,i,-3,4,i,i,i,i,i,-9

# Further compounds follow.
SMILES,KCNK3 inh,KCNQ1 act,RGS4 block,HDAC3 inhib,SKKanGAS inh,ANO1 activ,TMEM16A inh,RGS4 pot,KCNK9 inh,KCNQ1 inh,hERG rescue
Cc1ccc(C(C)C)c(OCc2nnc3n2CCCCC3)c1,i,i,i,5,-3,i,i,i,i,i,-12
CCc1ccc(N2CC(C(=O)NCc3ccco3)CC2=O)cc1 (stereo not given),i,i,i,2,2,i,i,i,i,i,-5
CCOc1ccc2nc(N/C(N)=N/S(C)(=O)=O)nc(C)c2c1,i,i,i,-15,-5,i,i,i,i,i,-16
COCCNC(=O)c1cc(-c2ccccc2)nn1CC1CC(c2cccnc2)=NO1 (stereo not given),i,i,i,-1,3,i,i,i,i,i,0
CCc1ccccc1NC(=O)CCC(=O)Nc1nnc(C(C)C)s1,i,i,i,-3,-3,i,i,i,i,i,-5
CCOC(=O)c1cc(CC)sc1/N=C/C1C(=O)CCCC1=O,i,i,i,1,4,i,i,i,i,i,-2
COc1ccc(CC(=O)Nc2c(C(=O)N3CCN(c4ccccc4OC)CC3)oc3ccccc23)cc1OC,i,i,i,0,-13,i,i,i,i,i,-14
CCOc1cc(/C=C/c2nc3ccccc3c(=O)[nH]2)cc(Br)c1OC,/,i,i,/,3,/,i,i,i,i,-3
Cn1c(=O)[nH]c(=O)c2c1nc(N1CCOCC1)n2CC(=O)c1ccccc1,i,i,i,2,-5,i,i,i,i,i,-6
Cc1ccc(C)c(N(CC(=O)NC2CCCCC2)C(=O)CNC(=O)c2ccco2)c1,i,i,i,2,11,i,i,i,i,i,-7
COc1ccccc1NS(=O)(=O)c1ccc(C(=O)NCC2(N(C)C)CCCCC2)cc1,i,i,i,4,-14,i,i,i,i,i,-15
CCOC(=O)C1=C(Nc2ccc(Cl)cc2)OCC1=O,i,i,i,-6,3,i,i,i,i,i,-6
CC(C)C(=O)N1CCN(c2ccccc2NC(=O)c2ccc(C#N)cc2F)CC1,i,i,i,-2,-9,i,i,i,i,i,-20
Cc1nn(Cc2ccccc2Cl)c(C)c1C(=O)NCCN1C(=O)S/C(=C\c2ccccc2)C1=O,i,i,i,1,3,i,i,i,i,i,-6
Cn1c(=O)c(=O)n(C)c2cc(S(=O)(=O)Nc3ccc(OC(F)(F)F)cc3)ccc21,i,i,i,1,0,i,i,i,i,i,-2

# Assay outcomes: PubChem BioAssay, several laboratories
